Screening results from PubChem.
GRP78 ERSR act: inducers of ER stress response in human glioma cells | Potency, µM, for inactives: at the highest dose activation, hits mostly activators | AID 602332 | U87-MG GRP78 promoter luciferase reporter, 16 h | 0.02% of 420,000 active; note: potency is the fitted concentration of half-maximal effect; series mostly up to about 76 µM; % of control where 0% means no effect; nearly all actives have a fitted effect of over 35% in size
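Stably transfected U87-MG glioma cells carrying a GRP78-based luciferase sensor; 16 h compound incubation. Luminescence end-point read 10 min after Bright-Glo addition at room temperature.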
USP1 inh: USP1/UAF1 (human) deubiquitinase inhibition. 0.23% of 390,000 active. Potency, µM (series often up to 57.1 µM), for the others: top-dose activity change, negative = inhibition, actives largely listed as inhibitors. recombinant USP1/UAF1, Ub-Rhodamine cleavage fluorescence. O94782; note: potency is the fitted concentration of half-maximal effect; % is set by controls: 0 for no effect and ±100 for the full control effect; nearly all actives have a fitted effect of over 60% in size; inactives centre near -12
Target sequence (O94782 whole entry, looked up): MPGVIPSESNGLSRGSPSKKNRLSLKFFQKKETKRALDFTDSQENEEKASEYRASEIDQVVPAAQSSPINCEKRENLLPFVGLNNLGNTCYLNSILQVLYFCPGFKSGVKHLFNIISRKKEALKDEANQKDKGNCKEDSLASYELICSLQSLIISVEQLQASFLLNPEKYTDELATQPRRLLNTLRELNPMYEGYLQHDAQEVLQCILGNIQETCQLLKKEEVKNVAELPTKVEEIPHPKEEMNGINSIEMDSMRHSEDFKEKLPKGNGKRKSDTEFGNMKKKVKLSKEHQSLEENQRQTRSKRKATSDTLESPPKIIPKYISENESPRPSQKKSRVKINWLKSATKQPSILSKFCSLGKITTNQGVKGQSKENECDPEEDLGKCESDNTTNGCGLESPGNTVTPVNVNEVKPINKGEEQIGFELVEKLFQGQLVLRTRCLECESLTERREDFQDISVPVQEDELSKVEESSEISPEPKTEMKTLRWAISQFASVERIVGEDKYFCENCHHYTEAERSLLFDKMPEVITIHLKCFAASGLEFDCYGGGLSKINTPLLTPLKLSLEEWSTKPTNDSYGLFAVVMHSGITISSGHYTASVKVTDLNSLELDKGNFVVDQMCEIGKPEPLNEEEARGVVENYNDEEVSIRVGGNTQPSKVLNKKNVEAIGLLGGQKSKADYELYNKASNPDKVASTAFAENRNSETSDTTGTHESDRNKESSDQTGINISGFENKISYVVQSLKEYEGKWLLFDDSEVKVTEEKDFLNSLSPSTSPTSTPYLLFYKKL
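USP1/UAF1 complex at 1 nM was preincubated with compound for 15 min at room temperature, then Ub-Rho substrate (150nM final) was added. Fluorescence (480/540 nm) was read kinetically, 6 reads every 60 seconds.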
mIDH1 inhibitor: inhibitors of human mutant IDH1 R132H. Potency, µM (doses to about 76.6 µM), for the others: top-dose activity change, negative = inhibition, hits mostly inhibitors. IDH1-R132H enzyme, NADPH consumption, diaphorase/resazurin fluorescence. 0.093% of 390,000 active. O75874; note: potency is the fitted concentration of half-maximal effect; % is set by controls: 0 for no effect and ±100 for the full control effect; nearly all actives have a fitted effect of over 65% in size
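IDH1-R132H (0.5 ug/mL) preincubated 30 min with compound, then NADPH (0.016 mM) and alpha-KG (2 mM) added; 80 min at RT, pH 7.5. Remaining NADPH coupled via diaphorase/resazurin to fluorescence (540/590 nm); concentration-response curves normalized to no-enzyme control.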
RGS4 inh: human RGS4 inhibition; P49798; Transcreener GDP fluorescence polarization, RGS4-accelerated GTP hydrolysis; Potency, µM (series often up to 114 µM), without a hit: at the top dose activity change, negative = inhibition, actives largely listed as inhibitors; 0.039% of 390,000 active; AID 504845; note: potency is the fitted concentration of half-maximal effect; % is set by controls: 0 for no effect and ±100 for the full control effect; nearly all actives have a fitted effect of over 75% in size; some results filed as inactive show a strong effect at the top dose
Target sequence (P49798 whole entry, looked up): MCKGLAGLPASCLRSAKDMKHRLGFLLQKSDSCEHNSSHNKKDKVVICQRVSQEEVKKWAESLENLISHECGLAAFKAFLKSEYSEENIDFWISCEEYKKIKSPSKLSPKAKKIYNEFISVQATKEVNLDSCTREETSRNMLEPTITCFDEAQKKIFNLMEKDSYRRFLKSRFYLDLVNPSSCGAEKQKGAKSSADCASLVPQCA
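MLSMR compounds (23 nl, pin-transferred) preincubated 10 min at room temperature with a 500nM (2x) first reagent, then RGS4 at 900nM (2x) plus Transcreener GDP mix added; fluorescence polarization (620/688 nm) read before and after 90 min at 30 °C.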
TrxR1 substrate: is turned over as a substrate by rat TrxR1; purified TrxR1 substrate turnover, NADPH consumption readout; Potency, µM (series often up to 114 µM), for the others: top-dose activity change, negative = substrate turnover; 0.01% of 390,000 active; AID 588456; note: potency is the fitted concentration of half-maximal effect; % is set by controls: 0 for no effect and ±100 for the full control effect; nearly all actives have a fitted effect of over 50% in size
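Rat TrxR1, dispensed at 90 nM, was prereduced with 400 uM NADPH (final) for 5 min at ~22 deg C, then incubated with compound 15 min before 400 uM selenite. A first-read NADPH fluorescence drop versus no-compound background flagged substrates.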
rTrxR1 inhibitor: rat TrxR1 inhibition; recombinant rTrxR1, NADPH fluorescence consumption, selenite substrate; 1% of 390,000 active; Potency, µM (highest dose often 114 µM), for the others: top-dose activity change, negative = inhibition, actives largely listed as inhibitors; AID 588453; note: potency is the fitted concentration of half-maximal effect; % is set by controls: 0 for no effect and ±100 for the full control effect; nearly all actives have a fitted effect of over 65% in size
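Rat TrxR1 (90 nM in the dispensed reagent) was pre-reduced with 400 uM NADPH for 5 min at room temperature, then incubated with compound for 15 min. After 400 uM selenite was added, NADPH fluorescence (Ex 340/Em 450 nm) was followed for 8 min.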
Vif-A3F inh: blocks the Vif interaction with APOBEC3F; HeLa A3F-eYFP + Vif (tagged APOBEC3F with the HIV-1 protein that degrades it), YFP fluorescence increase; Potency, µM (top dose mostly 46.1 µM), without a hit: top-dose activity, negative = active; 0.2% of 390,000 active; AID 602313; note: potency is the fitted concentration of half-maximal effect; % of control where 0% means no effect; nearly all actives have a fitted effect of over 65% in size
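HeLa cells stably expressing Vif plus C-terminally eYFP-tagged A3F were seeded, incubated overnight at 37 deg C, dosed with compound, incubated overnight again at 37 deg C. Yellow fluorescence (Ex 488/Em 500-530) reported blocked Vif-mediated A3F-eYFP degradation.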
LDHA inh: LDHA (human) enzyme inhibition. P00338. 0.15% of 480,000 active. activity change, % (values are at about 110 or 230 µM). purified LDHA, NADH/diaphorase-resazurin fluorescence; hits give low values; in the data active = activity change below about -30%; inconclusive = mostly about -25% to -30%;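 note: plate controls were DMSO wells for no effect and wells without enzyme for full effect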
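Resorufin fluorescence (ex540/em590), read at 0 and 20 min after diaphorase/resazurin addition, reports the NADH left after a 5 min room-temperature reaction of 2 nM human LDH5 with 0.06 mM NADH and 0.2 mM pyruvate.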
Vif-APOBEC3G blk: blocks the Vif interaction with human APOBEC3G; Q9HC16; HeLa A3G-eYFP + Vif (tagged APOBEC3G with the HIV-1 protein that degrades it), YFP fluorescence, overnight; Potency, µM (highest dose often 46.1 µM), for the others: at the highest dose activity, negative = active, hits mostly inhibitors; 0.076% of 410,000 active; AID 602310;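 note: potency is the fitted concentration of half-maximal effect; % is set by controls: 0 for no effect and ±100 for the full control effect; nearly all actives have a fitted effect of over 60% in size; hits raise eYFP signal because A3G escapes Vif-driven loss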
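HeLa cells stably expressing Vif and C-terminally eYFP-tagged A3G, seeded overnight at 37 deg C, then exposed to compound by pintool overnight at 37 deg C. Rise in yellow fluorescence (Ex 488/Em 500-530, Acumen) marks blocked Vif-driven A3G degradation.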
* marks the source's active call; other numbers are inactive results; ? = inconclusive; · = not tested or not shown; & = joins results of further samples; [ ] = dose if it differs, or a comment. Unless noted, calls come from the whole dose curve; as a rule, active = well fitted curve in the direction sought with a large enough effect; inconclusive = small, poorly fitted or top-dose-only effect, or another doubt; inactive = no such curve, though single readings can be large; an effect the other way counts as inactive or inconclusive. The list is partial (hit frequency here may not be typical).

SMILES | GRP78 ERSR act | USP1 inh | mIDH1 inhibitor | RGS4 inh | TrxR1 substrate | rTrxR1 inhibitor | Vif-A3F inh | LDHA inh | Vif-APOBEC3G blk
CC(=O)Nc1ccc(S(=O)(=O)NCC(=O)OCC(=O)N2CCCc3ccccc32)cc1 | -3.9% | -16.6% | 0.2% | -6.6% | -5.8% | -9.9% | -9.2% | -4.5 | -0.3%
CCOC(=O)Cn1c(S(=O)(=O)Cc2ccc(Cl)cc2)nc(-c2ccccc2)c1-c1ccccc1 | -0.1% | -19.6% | -3.2% | 5.7% | -2.0% | 9.0% | -10.1% | -8.1 | -10.3%
O=C(COc1ccccc1Br)c1ccc2c(c1)OCO2 | 1.6% | -13.0% | 11.6% | 1.3% | -2.1% | 13.4% | -0.9% | 1.1 | 2.9%
COc1cc(/C=C/C(=O)/C=C(O)/C=C/c2ccc(O)c(OC)c2)ccc1O | -10.1%&4.3%&-11.3% | ? | -10.2% | -14.2% | -6.5%[57.1 µM] | -15.2%[57.1 µM] | -3.9% | -0.7 | ?
CSCCC(=O)N1C(C)CCCC1C(=O)O (stereo not drawn) | -3.9% | -16.7% | -0.2% | 0.5% | 1.8% | 5.0% | -2.9% | -0.7 | 0.1%
O=C(COc1ccc2ccccc2c1Br)NNC(=O)Nc1ccccc1 | -1.5% | 0.9% | 4.2% | -1.1% | 5.8% | 27.5% | 1.6% | -8.4 | 0.7%
Cc1cc(C)c(S(=O)(=O)N2CCOCC2)cc1NS(=O)(=O)c1cc(OCC(N)=O)c(C)cc1Cl | -3.0% | -19.3% | 13.1% | -4.9% | -6.2% | 12.0% | 4.9% | -2.1 | 1.1%
CC(C)(C=O)C1=CC(=O)c2ccccc2C1=O | -13.2% | ? | 16.4% | -130.0% | 11.8% | 44.7µM* | 7.5% | 45.5 | -10.5%
O=C(Nc1cccc(F)c1)/C(=C\c1cccnc1)NC(=O)c1cccs1 | -3.2% | -7.8% | 4.7% | -27.2% | -1.9% | 2.4% | -0.8% | 6.3 | 1.5%
Cc1ccc(-n2nc(CN3CCOCC3)c(-c3ccccc3)c2N)cc1Cl | -1.5% | -18.1% | 3.9% | -23.8% | -1.8% | 0.1% | 0.1% | -1.3 | -2.5%
CNC(=O)[C@@H]1CCC(=O)N1 | 1.7% | -7.1% | 9.8% | 11.5% | 6.9%[57.1 µM] | 7.8%[57.1 µM] | 2.7% | -7.9 | 1.7%
COc1cc2c(cc1NC(=O)COc1ccc3ccccc3c1)oc1ccccc12 | -2.5% | -7.2% | 5.3% | -12.2% | 45.6%[activator] | 90.5%[activator] | -1.6% | 8.0 | -0.9%
CCOC(=O)c1ccc(NC(=O)c2nn(C)cc2Br)cc1 | -4.3% | -1.1% | 2.4% | 9.3% | 4.6% | 11.9% | -7.2% | -6.8 | -1.1%
CCOC(=O)c1cc2c(=O)n3ccccc3nc2n(CCCOC)c1=NC(=O)C(C)(C)C | 6.4% | -5.5% | 8.0% | -18.1% | 106.6%[activator][57.1 µM] | 56.1%[activator][57.1 µM] | 4.0% | -3.3 | 0.2%
Cc1ccc(OCC(=O)c2cc(C)n(CC(F)(F)F)c2C)c([N+](=O)[O-])n1 | -0.9% | -10.3% | -5.6% | 2.8% | -3.7% | -2.0% | -12.5% | 3.4 | -5.5%
CCn1c(SCC(=O)N2CCCCC2C)nnc1-c1ccc(S(=O)(=O)N2CCN(C)CC2)cc1 (stereo not drawn) | -2.6% | -5.5% | 6.4% | 22.5% | 9.7% | -11.7% | 2.7% | -1.6 | -5.5%
Cc1ccc2nc(NCc3ccccc3)c3nnnn3c2c1 | -0.9% | 7.6% | -7.8% | -30.2% | 4.2% | 19.5% | ? | -2.6 | 0.1%
O=C(CN1C(=O)c2ccccc2C1=O)Nc1ccc(N2CCOCC2)cc1 | -3.1% | -0.9% | -5.8% | 13.1% | 1.8% | 13.9% | -1.9% | -0.8 | 1.2%
Cc1cc(Nc2cc(Cl)nc(Sc3ccc(NC(=O)C4CC4)cc3)n2)n[nH]1 | -8.7% | · | · | -7.3% | -7.0%[57.1 µM] | 7.8%[57.1 µM] | 6.5% | -6.7 | -18.8%
O=C(NCCC1=CCCCC1)C1CC(=O)N(C2CCCCC2)C1 (stereo not drawn) | -2.7% | 1.4% | -1.7% | -0.3% | -2.6% | 19.8% | -3.0% | -4.6 | 0.6%
CCN(Cc1cc2ccccc2[nH]c1=O)S(=O)(=O)c1ccc(OC)cc1 | -2.0% | -29.0% | 0.0% | 22.1% | -1.0% | 2.0% | 0.6% | -6.3&-5.0 | 1.6%
C[C@H](CO)N1C[C@H](C)[C@@H](CN(C)C(=O)Nc2ccccc2)Oc2ccc(NC(=O)Cn3cnnn3)cc2C1=O | -0.9% | -23.3% | -2.6% | 11.5% | 10.6% | 16.6% | 4.5% | -0.5 | -0.8%
Cc1ccc(S(=O)(=O)N2CCN(C(=O)C3CCN(C(=O)c4ccccc4C)CC3)CC2)cc1C | -1.6% | -7.2% | -2.7% | 2.2% | 11.2%[57.1 µM] | 17.4%[57.1 µM] | -7.8% | -6.3 | 2.0%
CCOC(=O)/C=c1\s/c(=C\c2ccc(C#N)cc2)c(=O)n1CC(=O)Nc1cccc(C)c1C | -1.5% | -19.2% | 11.9% | -10.2% | 1.4% | 10.9% | -20.1% | -1.1 | -2.2%
O=C(Nc1ccccc1)c1ncoc1-c1ccc(Cl)cc1 | 4.4% | -18.7% | -5.1% | -26.7% | 4.3% | 7.5% | -3.3% | -2.3 | 0.0%
CC(=O)Oc1ccc(N(c2ccccc2)S(=O)(=O)c2ccc(C)cc2)cc1 | -7.0% | -23.2% | -2.6% | 1.8% | 2.1% | 25.6% | -10.5% | 1.2 | -18.1%
O=C(c1ncc[nH]1)c1cccs1 | 5.4% | -16.6% | 10.4% | 0.3% | -12.6% | -4.1% | 3.2% | -0.1 | -0.9%
O=C(Cn1nc(-c2ccccc2)c2ccccc2c1=O)NN1CCOCC1 | -4.8% | -17.7% | 5.5% | 2.7% | 6.6% | 17.3% | 4.8% | -5.5 | -1.2%
CCOC(=O)C1(CCOC)CCN(Cc2ccc(C(=O)OC)cc2)CC1 | -1.5% | -12.4% | 3.3% | -4.1% | -9.5%[57.1 µM] | 30.9%[activator][57.1 µM] | 6.6% | -1.1 | 1.0%
O=C(CCc1ccccc1)N(Cc1cccnc1)c1nc2c(F)cc(F)cc2s1 | -6.3% | -25.2% | -10.8% | -4.6% | -2.5%[57.1 µM] | 24.2%[57.1 µM] | -2.9% | -11.3 | -0.2%
COc1ccc(C(=O)c2ccc(OC)c(OC)c2)cc1OC | -2.0% | -17.1% | 5.8% | 29.9% | 0.3% | 4.2% | -2.4% | -2.9 | -0.7%
Cc1ccc(OCCn2c(-c3ccc(Cl)cc3)nc3ccccc3c2=O)c(C)c1 | -2.0% | -14.2% | -2.2% | 5.2% | 4.8% | 16.2% | 2.1% | -11.4 | 4.6%
CCOC(=O)C1C(=O)Oc2ccc3ccccc3c2C1C1CCOC1=O (stereo not drawn) | -6.6% | -22.8% | -4.8% | 4.4% | 3.3% | 30.6% | 1.5% | 2.2 | -1.5%
CCCN1CCC(=O)N([C@H](CSc2ccc(C)cc2)c2ccccc2)CC1 | 6.7% | -12.5% | -8.3% | 12.4% | 3.8% | -21.8% | -4.2% | 0.4 | 2.9%
COc1ccc2cc3cc(C(=O)N4CCCC(C)C4)oc3nc2c1 (stereo not drawn) | 0.3% | -22.7% | 0.3% | -13.3%[56.9 µM] | 27.9%[57.1 µM] | 18.0%[57.1 µM] | 0.9% | -3.3 | 2.9%
CN(C[C@H](Cc1ccccc1)N(C[C@H](Cc1ccccc1)N(CC1(c2ccccc2)CC1)N=O)N=O)N=O | -2.9% | -21.0% | -3.1% | 21.0% | 6.8%[57.1 µM] | 14.2%[57.1 µM] | -2.1% | -4.4 | -4.2%
Cc1cc(C)c(-c2csc(NC(=O)/C=C/c3cccs3)n2)c(C)c1 | 3.4% | 0.9% | -1.1% | 25.3% | 3.6%[57.1 µM] | 12.1%[57.1 µM] | -0.8% | -4.0 | -8.8%
Cc1cc(C(=O)COC(=O)C2=NNC(=O)CC2)c(C)n1-c1ccccc1 | -10.7% | -10.3% | 4.4% | -2.4% | 5.6%[57.1 µM] | 11.8% | -1.4% | -5.1 | 2.2%
OCC1O[C@H](O)C(Cl)C(O)C1O (stereo partly drawn) | -0.7% | · | · | -1.3%[56.9 µM] | 0.1%[57.1 µM] | -1.6%[57.1 µM] | · | · | ·
CCCCC(=O)Nc1ccc(OCc2cc(=O)n3ccc(C)cc3n2)cc1 | 0.5% | 1.9% | 11.8% | 12.7% | 4.7%[57.1 µM] | 12.9%[57.1 µM] | -5.0% | -4.5 | -4.5%
CCOc1ccccc1N(CC(=O)N/N=C/c1cc(Br)ccc1OC)S(C)(=O)=O | -0.6% | -15.6% | 13.0% | -8.5% | -11.8% | -8.7% | -1.4% | -2.1 | -7.1%
